# Bioassay records: PubChem, National Center for Advancing Translational Sciences (NCATS)
# SNCA expr inhib – reduces expression of the alpha-synuclein gene. HEK-293 SNCA-luciferase knock-in, luminescence, 24 h. Potency, µM (top dose mostly 57.2 µM), for inactives: at the highest dose activity change, negative = inhibition, most hits filed as inhibitors. actives 0.17% (n = 140,000). AID 1671194;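 note: potency is the fitted concentration of half-maximal effect; plate controls were DMSO cells for no effect and cell-free wells for full effect; nearly all actives have a fitted effect of over 45% in size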
# GPT2 inh – inhibitors of human GPT2 alanine aminotransferase | Q8TD30 | actives 0.25% (n = 100,000) | Recombinant GPT2, coupled pyruvate oxidase/HRP Amplex Red fluorescence | Potency, µM (series often up to 57.7 µM), for the others: at the top dose activity change, negative = inhibition, usual class: inhibitors | AID 1671188; note: potency is the fitted concentration of half-maximal effect; nearly all actives have a fitted effect of over 60% in size; many of its hits are not listed in these tables
# Target sequence (Q8TD30 whole entry, looked up): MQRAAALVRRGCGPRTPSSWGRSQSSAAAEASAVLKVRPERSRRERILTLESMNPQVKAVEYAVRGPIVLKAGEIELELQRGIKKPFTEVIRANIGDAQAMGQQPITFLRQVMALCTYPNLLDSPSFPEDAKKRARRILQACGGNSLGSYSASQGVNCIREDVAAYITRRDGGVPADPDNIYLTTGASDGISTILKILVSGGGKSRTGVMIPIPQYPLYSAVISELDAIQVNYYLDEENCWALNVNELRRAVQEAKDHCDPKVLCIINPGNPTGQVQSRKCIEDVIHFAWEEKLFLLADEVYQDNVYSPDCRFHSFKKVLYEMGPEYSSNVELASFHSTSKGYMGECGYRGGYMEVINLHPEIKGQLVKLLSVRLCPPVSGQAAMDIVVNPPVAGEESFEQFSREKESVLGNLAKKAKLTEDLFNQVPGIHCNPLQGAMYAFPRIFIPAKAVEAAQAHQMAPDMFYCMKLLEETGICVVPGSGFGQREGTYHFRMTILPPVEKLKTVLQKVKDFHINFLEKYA
#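 Fluorescence read-out: pyruvate from GPT2 turnover coupled to pyruvate oxidase, HRP and Amplex Red (0.2mM ThPP, 0.2U/mL PO and HRP, 50uM Amplex final). Substrates 250uM a-KG, 2mM L-alanine; enzyme 10ng/uL; 30 min RT.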
# Luciferase inh – blocks purified firefly luciferase enzyme activity; purified P. pyralis luciferase, luminescence, biochemical; Potency, µM (titrated, usually from 115 µM), without a hit: at the top dose activity change, negative = inhibition, most hits filed as inhibitors; actives 2.5% (n = 76,000); AID 1347043; note: potency is the fitted concentration of half-maximal effect; nearly all actives have a fitted effect of over 65% in size
#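 Luminescence read by CCD imager after adding enzyme (10nM final) to wells holding compound, titrated in qHTS. Substrates 10uM each D-luciferin and ATP; buffer 50mM Tris acetate pH 7.5, 10mM Mg acetate, Tween-20, BSA.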
# HEK293 tox – cytotoxic compounds in HEK 293 cells. actives 6.6% (n = 94,000). AID 1345083. Potency, µM (titrated, usually from 115 µM), without a hit: top-dose activity change, negative = cytotoxicity, usual class: inhibitors. HEK 293 viability, ATP luminescence (CellTiter-Glo), 48-72 h; note: potency is the fitted concentration of half-maximal effect; nearly all actives have a fitted effect of over 60% in size
#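 Viability of HEK 293 cells, plated at 250 cells/well, was judged by cellular ATP after compound treatment for 48 or 72 hr. Luminescence was imaged 10 min after CellTiter-Glo addition at room temperature.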
# HEK293 viab – cell viability loss counter-screen; actives 0.12% (n = 150,000); AID 1671193; HEK-293-SNCA-luc viability, GF-AFC fluorescence, 24 h; Potency, µM (highest dose often 57.1 µM), inactives show top-dose activity change, negative = cytotoxicity, most hits filed as cytotoxic;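 note: potency is the fitted concentration of half-maximal effect; 0% = DMSO-treated cells and -100% = medium-only wells without cells; nearly all actives have a fitted effect of over 30% in size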
#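 Cytotoxicity counterscreen: after 24 h compound treatment of genome-edited SNCA-luciferase HEK-293 cells, live-cell protease substrate GF-AFC read by fluorescence after 30 min; activity scaled between DMSO (0%) and medium-only (-100%), curves Hill-fitted.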
# IP6K1 inhibitor – blocks human inositol hexakisphosphate kinase 1; Q92551; IP6K1 kinase, ADP-Glo luminescence, 2 h; hits give low values; activity change, % (series mostly up to about 58 µM); actives 0.81% (n = 140,000); AID 1645851; in the data active = activity change below about -25%
# Target sequence (Q92551 whole entry, looked up): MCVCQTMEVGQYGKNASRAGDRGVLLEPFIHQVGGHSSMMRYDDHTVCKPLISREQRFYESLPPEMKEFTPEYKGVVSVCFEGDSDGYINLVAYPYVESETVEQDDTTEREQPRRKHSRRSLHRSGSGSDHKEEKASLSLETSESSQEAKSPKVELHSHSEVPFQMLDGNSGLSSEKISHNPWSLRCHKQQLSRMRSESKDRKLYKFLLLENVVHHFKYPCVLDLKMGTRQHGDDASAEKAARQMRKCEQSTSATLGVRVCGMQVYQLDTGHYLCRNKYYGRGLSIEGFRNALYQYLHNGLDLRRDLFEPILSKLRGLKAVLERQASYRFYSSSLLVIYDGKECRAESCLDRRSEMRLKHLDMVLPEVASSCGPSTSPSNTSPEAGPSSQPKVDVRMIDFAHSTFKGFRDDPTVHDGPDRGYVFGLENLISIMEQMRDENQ
#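 ADP-Glo luminescence measures ADP made by human IP6K1 during a 2 h RT reaction with ATP/IP6 (mix at 1.3 mM/130 uM); top library doses 57.5 and 19.1 uM final.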
# 3T3 cytotox – NIH 3T3 cell cytotoxicity. NIH 3T3 viability, CellTiter-Glo ATP luminescence, 48-72 h. Potency, µM (top dose mostly 96.7 µM), inactives show at the top dose activity change, negative = cytotoxicity, usual class: inhibitors. actives 4.3% (n = 94,000). AID 1345082; note: potency is the fitted concentration of half-maximal effect; nearly all actives have a fitted effect of over 55% in size
#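 Cytotoxicity was measured by CellTiter-Glo ATP luminescence after 48 or 72 h compound exposure at 37 °C. Mouse NIH 3T3 fibroblasts were seeded at 400 cells/well and dosed by 23 nL pin transfer.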
# Starred values were filed as active, the others as inactive; i = inactive; u = inconclusive; x = not tested or not shown; [ ] = dose if it differs, or a comment. Unless noted, calls come from the whole dose curve; as a rule, active = well fitted curve in the direction sought with a large enough effect; inconclusive = small, poorly fitted or top-dose-only effect, or another doubt; inactive = no such curve, though single readings can be large; an effect the other way counts as inactive or inconclusive. Unless noted, % is set by controls: 0 for no effect and ±100 for the full control effect. A portion of the library. The share of hits here may be higher or lower than overall.
SMILES,SNCA expr inhib,GPT2 inh,Luciferase inh,HEK293 tox,HEK293 viab,IP6K1 inhibitor,3T3 cytotox
O=C(NC1CCCCC1)N1CCC(Oc2ncccc2C(=O)N2CCCCC2)C1 (stereo unspecified),1%,-19%,1%,8%,5%,22,-4%
O=C(CCCc1ccccc1)N1CCC2(CC1)CC(N(Cc1ccccc1)C1CC1)CCO2 (stereo unspecified),91%[activator],-4%,u,u,-1%,0,u
CCOc1cc(C(=O)Nc2cc3c(cc2N2CCCC2)n(C)c(=O)c(=O)n3C)cc(OCC)c1OCC,u,x,x,x,3%,16,x
Cn1nc(-c2nncn2CC2CC2)c2c1CCNC2,7%,-14%,0%,i,4%,8,0%
CCOc1ccccc1NC(=O)c1ccc2oc(=O)c(S(=O)(=O)c3ccc(F)cc3)cc2c1,27%,x,x,x,11%,-15,x
COCCOC1CCOC2(CCN(S(=O)(=O)c3cn(C)cn3)CC2)C1 (stereo unspecified),-27%,i,-3%,3%,-8%[12.5 µM],16,1%
Cc1cccc(C)c1OCC(=O)Nc1nonc1-c1ccc(Br)cc1,-4%,x,x,x,2%,-2,x
COc1ccc(C(=O)Nc2ccc([C@@H](O)[C@H]3COCC(=O)N3CC3CCCCC3)cc2)cc1,4%,1%,-1%,35µM*,-21%,5,u
C[C@@H](NC(=O)c1cccnc1)c1onc(-c2ccc(F)cc2)c1C(=O)O,26%[87.6 µM],-26%[88.5 µM],0%[172 µM],4%[172 µM],7%[87.6 µM],11,i
COc1ccc(Cn2c(-c3ccc(F)cc3)nc(C)c(CCO)c2=O)cc1F,14%,-7%,-11%,u,7%,-13,u
CC1=C[C@@H](CNC(=O)CC(C)(C)C)[C@H](C(C)C)C[C@H]1CC(=O)NC1CCCC1,-3%[87.6 µM],i,-6%[172 µM],u,-26%[87.6 µM],12,u
CCN1CCC(N(Cc2ccc3c(c2)OCO3)C(=O)Nc2cc(F)ccc2F)CC1,30%,x,x,x,0%,-14,x
Cc1noc(C)c1S(=O)(=O)Nc1ccc(C(=O)Nc2ccc(C(C)C)cc2)cc1,-9%,x,x,x,-6%,-4,x
COc1ccc(CCNC(=O)c2nc(-c3ccc(Cl)cc3)n3c2CCCCC3)c(OC)c1,u,x,x,x,-22%,11,x
CCOc1ccc(NC(=O)N2CCC(CN3CCC(C)CC3)CC2)cc1,5%,x,x,x,5%,-10,x
COc1ccccc1CCN1CCCC(CN(C)C(=O)CN2C(=O)CNC2=O)C1 (stereo unspecified),17%,0%,0%,-2%,6%,1,3%
CC[C@H]1CN(S(=O)(=O)c2ccc(OC)cc2)CC[C@H]1CC(=O)N1CCC(C(=O)OC)CC1,-9%,2%,0%,-9%,-17%,-12,-19%
COc1ccc(C(=O)NC2CCN(c3cc(-c4ccccc4)[nH]n3)CC2)cc1,76%[activator],i,-19%,u,-11%,30,-18%
COCc1nnc2n1CCC(NC(=O)COc1ccc(Cl)cc1)CC2 (stereo unspecified),-18%,i,8%,-21%,9%,7,-9%
CCOc1ccc(C2Cn3nnc(-c4nc(-c5ccncc5)no4)c3CO2)cc1 (stereo unspecified),12%,-20%,-13%,-29%,5%,0,-34%
O=C(c1ccsc1)N1CCC(Nc2cccnc2)C1 (stereo unspecified),-25%,-21%,8%,-2%,-17%,5,i
CC(=O)N1CCCc2cc(S(=O)(=O)N3CCCC(C(=O)Nc4ccc(F)cc4F)C3)ccc21 (stereo unspecified),-10%,x,x,x,4%,-6,x
CC(C)N1C(=O)CO[C@H](c2ccc(NC(=O)c3ccc(C#N)cc3)cc2)[C@H]1CO,-10%[87.6 µM],-6%[88.5 µM],u,u,-1%[87.6 µM],-2,-25%[174 µM]
O=C(Cc1ccc(Cl)cc1)N1CCC(c2n[nH]c(=O)n2-c2ccccc2)CC1,-21%,0%,15%,-2%,-2%,15,32µM*
NC(=O)CNC(=O)c1cc2c(s1)CCN(C(=O)c1ccc(Cl)cc1)C2,-6%,u,-2%,-1%,1%,28,-12%
COCCN[C@H]1[C@@H]2OC[C@@H](O2)[C@@H](NCc2ccc(-c3ccccc3)cc2)[C@@H]1O,-8%[87.6 µM],2%[88.5 µM],11%[172 µM],u,9%[87.6 µM],-8,u
C[C@@H](NC(=O)NC1(c2ccccc2)CCOCC1)c1onc(-c2ccc(F)cc2)c1C(=O)O,5%,-9%,-1%,i,2%,10,4%
COc1ccc(CN2CCNc3cc(-c4ccnc(C)c4)ncc3C2)cc1O,120%[activator][87.6 µM],-13%[88.5 µM],u,u,-14%[87.6 µM],4,u
COc1ccccc1C(=O)N1CCCN(CCc2ccccc2)c2ccccc21,-28%,0%,-17%,u,u,-10,32µM*
COc1ccccc1C(=O)Nc1ccc2nc(SCC(=O)N3CCCC3)sc2c1,-3%,x,x,x,-6%,26,x

# Structures above that have a COOH group, in the order listed:
SMILES,SNCA expr inhib,GPT2 inh,Luciferase inh,HEK293 tox,HEK293 viab,IP6K1 inhibitor,3T3 cytotox
C[C@@H](NC(=O)c1cccnc1)c1onc(-c2ccc(F)cc2)c1C(=O)O,26%[87.6 µM],-26%[88.5 µM],0%[172 µM],4%[172 µM],7%[87.6 µM],11,i
C[C@@H](NC(=O)NC1(c2ccccc2)CCOCC1)c1onc(-c2ccc(F)cc2)c1C(=O)O,5%,-9%,-1%,i,2%,10,4%

# Returning to the listing, repeating the 2 entries before the break.
SMILES,SNCA expr inhib,GPT2 inh,Luciferase inh,HEK293 tox,HEK293 viab,IP6K1 inhibitor,3T3 cytotox
COc1ccccc1C(=O)N1CCCN(CCc2ccccc2)c2ccccc21,-28%,0%,-17%,u,u,-10,32µM*
COc1ccccc1C(=O)Nc1ccc2nc(SCC(=O)N3CCCC3)sc2c1,-3%,x,x,x,-6%,26,x
Cc1cc2c(c(=O)n(-c3ccccc3)c(=O)n2CC(=O)Nc2ccccc2F)n1C,31%[activator],-4%,5%,6%,-15%,-3,i
c1cc(-c2n[nH]c(CNC3CCC4(CCNCC4)CC3)n2)ccn1,-13%,i,5%,-1%,-12%,-5,-7%
CN(C)c1ccc(C(=O)N2CCC3(CC2)NC(=O)N(Cc2ccccc2)C3=O)cc1,24%,i,5%,2%,2%,26,-9%
Cc1ccccc1CNC(=O)C1CCC(=O)N(CCCc2ccccc2)C1 (stereo unspecified),-30%,-17%,-3%,u,0%,0,-9%
O=C(NCc1ccc(OC(F)(F)F)cc1)C1c2ccccc2C(=O)N1C1CCOCC1 (stereo unspecified),x,i,x,x,-13%,23,x
COc1ccc2cc1Nc1ccc(cc1)C[C@H](NC(=O)Cc1cccc(Cl)c1)C(=O)N(C)[C@H](C(=O)NCCC(C)C)C2,u,i,2%,u,u,14,25µM*
Cc1cccc(-c2nc3c4c(-c5ccccc5)c(-c5ccccc5)oc4ncn3n2)c1,25%,x,x,x,-2%,39,x
CC(=O)c1ccc(N2CCN(C(=O)CCS(=O)(=O)c3ccc4c(c3)oc(=O)n4C)CC2)cc1,91%[activator],x,x,x,-4%,41,x
C=CCOc1cccc(-c2nc(C(=O)Nc3ccc(F)cc3)cs2)c1,25%,i,-24%,u,7%,-12,-22%
CCOc1ccc(NC(=O)Cn2c(=O)n(-c3ccc(C)cc3)c(=O)c3cc(OC)c(OC)cc32)cc1,-9%,x,x,x,-3%,-9,x
Cn1ccnc1CN1CCN(C(=O)c2cn(Cc3ccc(Cl)cc3)nn2)CC1,-13%,1%,9%,-3%,7%,-7,-13%
CCc1ccc(NC(=O)Cn2c(=O)n(-c3cc(C)cc(C)c3)c(=O)c3oc4ccccc4c32)cc1,-8%,x,x,x,-7%,-10,x
CCC1=C(C(=O)OC)C(c2cccc(C)c2)N2C(CC(=O)NCC3CC3)=CSC2=N1 (stereo unspecified),-11%,i,-8%,u,-6%,16,-16%
COc1cccc(-c2cn3cc(C(=O)N4CCCCC4)nc3s2)c1,-30%,2%,x,u,0%,-2,40µM*
CCCc1ccc(S(=O)(=O)N2CCC3(CC2)[C@H](C(=O)NC)[C@@H](OC(N)=O)C(=O)N3C)cc1,x,x,x,u,x,7,u
CSc1ccc2c(c1)C(N1CCN(C)CC1)Cc1ccccc1S2 (stereo unspecified),u,-5%,x,x,u,29,x
O=C(NCc1nc(-c2ccc(F)cc2)no1)C1CC(=O)N(Cc2ccccn2)C1 (stereo unspecified),-10%,4%,1%,i,-10%,26,1%
N#Cc1c(-n2ncnc2-c2cccc(Cl)c2)sc2c1CCCCC2,-5%,x,x,x,-1%,-13,x
CCOC(=O)C1(Cc2cccc(OC)c2)CCNCC1,8%,2%,u,u,-16%,1,-6%
COC[C@@H]1CN(C(=O)c2ccc(OC)nc2)C[C@H]1c1nc(C2CC2)no1,21%,i,-13%,-17%,-13%,-6,-8%
COc1ccc(CNC[C@H]2O[C@H](Cc3cc(CN4CCOCC4)on3)CC[C@@H]2O)cc1,0%[87.6 µM],4%[88.5 µM],-1%[172 µM],i,6%[87.6 µM],5,i
CSc1ccc(NC(=O)Nc2cccc(-c3ccc(N4CCOCC4)nn3)c2)cc1,17%,-6%,0.56µM*,u,-6%,-14,u
CCC(=O)N1CCc2cc(CNC(=O)c3ccc(F)cc3)ccc21,119%[activator],x,x,x,-3%,6,x
COc1ccc(-c2cn(C)c(=O)n3cc(COc4ccc(C(=O)O)cc4)nc23)c(C)c1,u,i,2%[172 µM],u,2%[87.6 µM],-15,u
COc1ccc(C(=O)NC2CCCN(Cc3ccc(-c4cccc(OC)c4)cc3)C2)cc1 (stereo unspecified),-6%,i,x,35µM*,-27%,8,-37%
c1ccc(-c2ccc(CNCC3CCCO3)o2)cc1 (stereo unspecified),66%[activator],i,0%,8%,4%,-10,3%
NC(=O)CO[C@@H]1CO[C@H]2[C@@H]1OC[C@@H]2NC(=O)c1ccc(C(F)(F)F)cc1,0%[87.6 µM],i,-15%[172 µM],-5%[172 µM],9%[87.6 µM],1,-21%[174 µM]
